# Assay outcomes deposited in PubChem BioAssay by National Center for Advancing Translational Sciences (NCATS).
# BLM helicase inh – qHTS Assay for Inhibitors of Bloom's syndrome helicase (BLM); actives 0.2% (n = 350,000); Potency, µM (series often up to 56.1 µM), inactives show top-dose activity change, negative = inhibition, most hits filed as inhibitors; recombinant BLM DNA unwinding, fluorescence dequenching; AID 2528, 2010; RecQ-like DNA helicase BLM (Homo sapiens), P54132;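 note: plate controls were vehicle for no effect and no enzyme for full effect; nearly all actives have a fitted effect of over 35% in size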
# Pol beta inh – qHTS Assay for Inhibitors of DNA Polymerase Beta | Pol beta primer extension/strand displacement, fluorescence kinetic | Potency, µM (doses to about 114 µM), for inactives: top-dose activity change, negative = inhibition, most hits filed as inhibitors | actives 1.3% (n = 340,000); note: % is set by controls: 0 for no effect and ±100 for the full control effect
#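 Kinetic readout of DNA synthesis with strand displacement by Pol beta. Compound and 10 nM enzyme sit 15 min at room temperature; 50 nM substrate starts the reaction, read immediately and at 10 min.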
# Anesthetic bind – qHTS Assay for Identification of Novel General Anesthetics; actives 0.074% (n = 350,000); AID 485281, 2010; Ferritin light chain (Equus caballus), P02791; Potency, µM (doses to about 77.5 µM), inactives show at the top dose activity change, negative = displacement, most hits filed as inhibitors; apoferritin/1-aminoanthracene competitive binding, fluorescence; note: % is set by controls: 0 for no effect and ±100 for the full control effect; nearly all actives have a fitted effect of over 20% in size
# Target sequence (P02791 2-175 limits assumed): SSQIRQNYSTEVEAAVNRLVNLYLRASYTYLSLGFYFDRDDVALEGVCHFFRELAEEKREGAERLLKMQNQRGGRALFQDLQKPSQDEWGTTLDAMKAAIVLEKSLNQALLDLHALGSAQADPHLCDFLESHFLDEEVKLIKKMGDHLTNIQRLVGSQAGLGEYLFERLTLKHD
#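 Read-out: endpoint 1-AMA fluorescence, excitation 380 nm and emission 535 nm, after compounds sit 10 min at room temperature with 10 uM horse-spleen apoferritin in 50% saturated 1-AMA/PBS. Values come from four-parameter Hill fits.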
# G9a block – qHTS Assay for Inhibitors of Histone Lysine Methyltransferase G9a; Histone-lysine N-methyltransferase EHMT2 (Homo sapiens), Q96KQ7; Potency, µM (top dose mostly 102 µM), for inactives: at the highest dose activity, negative = inhibition, actives largely listed as inhibitors; G9a H3K9 monomethylation, AlphaScreen, 2 h; actives 8.8% (n = 350,000); note: % is set by controls: 0 for no effect and ±100 for the full control effect; nearly all actives have a fitted effect of over 75% in size
#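 Compounds were preincubated with 20 nM G9a for 15 min, after which biotinylated H3K9 peptide (500 nM) and SAM (20 uM) started a 2 h room-temperature reaction. Monomethylated product was quantified by antibody-based AlphaScreen chemiluminescence.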
# APEX1 inh – qHTS Assay for Inhibitors of the Human Apurinic/apyrimidinic Endonuclease 1 (APE1); DNA repair nuclease/redox regulator APEX1 (Homo sapiens), P27695; recombinant APE1, TAMRA/BHQ-2 abasic DNA cleavage fluorescence; Potency, µM (series often up to 65.8 µM), inactives show top-dose activity change, negative = inhibition, most hits filed as inhibitors; actives 0.35% (n = 350,000);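 note: plate controls were vehicle for no effect and reference inhibitor for full effect; nearly all actives have a fitted effect of over 55% in size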
#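 Compound pre-exposure to 0.75 nM APE1, 15 min at ambient temperature. Reaction initiated with 50 nM TAMRA/BHQ-2 THF substrate, read immediately in kinetic mode, 525 nm excitation, 598 nm emission.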
# BAZ2B inh – qHTS Assay for Inhibitors of BAZ2B | Potency, µM (highest dose often 114 µM), for inactives: at the top dose activity change, negative = inhibition, most hits filed as inhibitors | actives 4.4% (n = 360,000) | AlphaScreen BAZ2B-H3K14Ac peptide displacement; note: % is set by controls: 0 for no effect and ±100 for the full control effect; nearly all actives have a fitted effect of over 60% in size
#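 AlphaScreen displacement of biotin-H3(5-23)K14Ac peptide (50 nM final) from BAZ2B (50 nM final) in PBS pH 7.4, 0.01% Tween-20; complex preformed 30 min RT, then compounds (top 110 uM) 30 min RT, beads 20 min dark.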
# POLI inh – qHTS for Inhibitors of Polymerase Iota; DNA polymerase iota (Homo sapiens), Q9UNA4; Pol iota fluorescent replication assay, 10 min; Potency, µM (top dose mostly 115 µM), for the others: at the top dose activity, negative = inhibition, most hits filed as inhibitors; actives 1% (n = 390,000); AID 588590, 2011
#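 Pol iota at 10 nM preincubated 15 min with compounds at room temperature; reaction started with fluorescent substrate, 50 nM final. Fluorescence read kinetically at 0 and 10 min; buffer-only wells as negative control.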
# POLK inh – qHTS for Inhibitors of Polymerase Kappa | actives 0.53% (n = 400,000) | Potency, µM (titrated, usually from 107 µM), inactives show at the highest dose activity, negative = inhibition, most hits filed as inhibitors | purified Pol kappa, fluorescent DNA synthesis assay, 10 min | DNA polymerase kappa (Homo sapiens), Q9UBT6; note: % is set by controls: 0 for no effect and ±100 for the full control effect
# Target sequence (Q9UBT6 whole entry, looked up): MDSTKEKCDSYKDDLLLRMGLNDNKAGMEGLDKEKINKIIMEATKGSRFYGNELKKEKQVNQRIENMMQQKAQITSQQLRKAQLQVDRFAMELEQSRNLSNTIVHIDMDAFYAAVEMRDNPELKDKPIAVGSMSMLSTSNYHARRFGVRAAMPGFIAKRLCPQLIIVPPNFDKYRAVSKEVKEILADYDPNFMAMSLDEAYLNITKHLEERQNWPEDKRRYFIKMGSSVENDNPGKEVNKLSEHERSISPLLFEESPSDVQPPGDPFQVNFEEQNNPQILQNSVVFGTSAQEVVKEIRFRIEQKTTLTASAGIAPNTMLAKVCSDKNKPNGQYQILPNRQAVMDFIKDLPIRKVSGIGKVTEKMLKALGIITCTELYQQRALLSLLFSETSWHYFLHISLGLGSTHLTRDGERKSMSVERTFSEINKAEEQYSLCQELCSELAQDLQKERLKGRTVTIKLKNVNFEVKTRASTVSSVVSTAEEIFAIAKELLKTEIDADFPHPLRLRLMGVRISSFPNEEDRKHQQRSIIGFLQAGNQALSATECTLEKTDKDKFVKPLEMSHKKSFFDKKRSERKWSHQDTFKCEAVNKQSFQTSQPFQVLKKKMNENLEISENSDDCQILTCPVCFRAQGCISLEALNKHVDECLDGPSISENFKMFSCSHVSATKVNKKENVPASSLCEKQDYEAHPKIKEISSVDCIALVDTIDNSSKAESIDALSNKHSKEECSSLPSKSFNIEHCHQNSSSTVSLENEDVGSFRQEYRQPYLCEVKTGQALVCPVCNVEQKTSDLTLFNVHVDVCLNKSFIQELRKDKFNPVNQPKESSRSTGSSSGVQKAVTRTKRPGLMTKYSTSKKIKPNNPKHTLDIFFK
#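 Readout: fluorescence, taken kinetically at 0 and 10 min. Conditions: 10 nM Pol kappa, 15 min RT compound preincubation, 50 nM substrate final. Controls: enzyme-free buffer wells.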
# POLH inh – qHTS for Inhibitors of Polymerase Eta. DNA polymerase eta (Homo sapiens), Q9Y253. recombinant Pol eta, fluorescent DNA replication assay. Potency, µM (series often up to 114 µM), inactives show top-dose activity change, negative = inhibition, usual class: inhibitors. actives 1.2% (n = 390,000). AID 588591, 2011; note: % is set by controls: 0 for no effect and ±100 for the full control effect
#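 Fluorescent replication assay: 50 nM final substrate added after a 15 min room-temperature compound preincubation with 10 nM enzyme. Signal taken at 0 min and again at 10 min.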
# Active calls of the source: *; u = inconclusive; x = no result given; [ ] = remark or other dose. Calls come from the whole dose curve; as a rule, active = well fitted curve in the direction sought with a large enough effect; inconclusive = small, poorly fitted or top-dose-only effect, or another doubt; inactive = no such curve, though single readings can be large; an effect the other way counts as inactive or inconclusive. Potency is the fitted concentration of half-maximal effect. These rows are one share of the data. The share of hits here may be higher or lower than overall.
# The line under a structure holds: BLM helicase inh, Pol beta inh, Anesthetic bind, G9a block, APEX1 inh, BAZ2B inh, POLI inh, POLK inh, POLH inh
- Cc1ccc(-n2c(SCC(=O)N/N=C/C=C/c3ccccc3[N+](=O)[O-])nc3ccccc3c2=O)cc1
→ -4%, 22%, -16%, -9%[59 µM], -15%, -6%, -15%, -3%, -17%
- COc1ccc(OC)c(-c2nc3cc4ccccc4cc3nc2-c2ccccc2)c1
→ -11%, 0%, 1%, 49%[59 µM], -6%, 1%, -3%, -8%, -7%
- CCc1cccc(NC(=O)CSC2=NS(=O)(=O)c3ccccc32)c1
→ -2%, 3%, -14%, 8.9µM*, 1%, -8%, -5%, -13%, 6%
- O=C(Cn1cnc2ccccc2c1=O)Nc1ccc(-c2nnc3n2CCCCC3)cc1
→ -1%, 2%, -15%, u, -2%, 0%, -8%, -15%, -8%
- CCOc1ccc(S(=O)(=O)N(C)c2ccc(OCC(=O)Nc3ccc4[nH]c(=O)[nH]c4c3)cc2)cc1
→ -7%, 8%, -6%, 3%[59 µM], -7%, 9%, 11%, -6%, u
- CC(NC(=O)COC(=O)Cn1cnc2ccccc2c1=O)C1CC2CCC1C2 (stereo unspecified)
→ -3%, -9%, u, -27%[59 µM], 2%, -15%, 15%, -7%, -5%
- Cn1nc(C(=O)N2CCN(C(c3ccccc3)c3ccccc3)CC2)c2ccccc2c1=O
→ -6%, -16%, -7%, x, 23%, u, 4%, 3%, 10%
- CCCCc1nnc(NC(=O)CCS(=O)(=O)c2ccc(Cl)cc2)s1
→ x, x, x, 22%[12.7 µM], 17%, 2%, 13%, 0%, 0%
- O=C(COc1ccccc1)NCC(=O)N/N=C/c1ccc(O)cc1O
→ -2%, 0%, 3%, 45%[59 µM], 12%, -12%, 59%[activator], -7%, -21%
- COc1ccccc1NC(=O)CN1CCN(CC(=O)Nc2ccc(Cl)c(C(F)(F)F)c2)CC1
→ -13%, -24%, 3%, x, -4%, -7%, 12%, -18%, -35%
- COc1ccccc1/C=N/Nc1cc(C)nc(N2CCOCC2)n1
→ -3%, 2%, -12%, x, 18%, u, -6%, -25%, -22%
- CC(C)=CCC[C@](C)(O[C@@H]1O[C@H](CO[C@@H]2OC[C@@H](O)[C@H](O)[C@H]2O)[C@@H](O)[C@H](O)[C@H]1O)C1CC[C@]2(C)C1[C@H](O)CC1[C@@]3(C)CC[C@H](O[C@@H]4O[C@H](CO)[C@@H](O)[C@H](O)[C@H]4O)C(C)(C)C3CC[C@]12C (stereo partly specified)
→ x, x, x, x, 32%, x, 51%[activator], 6%, -13%
- COC(=O)c1c(NC(=O)/C=C/c2ccc(OC)c(OC)c2)sc2c1CCC2
→ -3%, -3%, 13%, -8%[59 µM], x, -1%, -8%, -8%, -13%
- COc1ccc(NC(=O)CCCCC#Cc2ccccc2)cc1
→ -1%, x, -13%, x, 8%, x, 6%, 2%, -3%
- CCOc1ccc(NS(=O)(=O)c2ccc(C(=O)N(C)C)s2)cc1
→ -5%, -2%, -9%, -1%[59 µM], x, -3%, -8%, -13%[60.1 µM], 3%

# Some values from above.
# POLI inh, `CC(C)=CCC[C@](C)(O[C@@H]1O[C@H](CO[C@@H]2OC[C@@H](O)[C@H](O)[C@H]2O)[C@@H](O)[C@H](O)[C@H]1O)C1CC[C@]2(C)C1[C@H](O)CC1[C@@]3(C)CC[C@H](O[C@@H]4O[C@H](CO)[C@@H](O)[C@H](O)[C@H]4O)C(C)(C)C3CC[C@]12C` (stereo partly specified) → 51%[activator]
# POLH inh, `CC(NC(=O)COC(=O)Cn1cnc2ccccc2c1=O)C1CC2CCC1C2` (stereo unspecified) → -5%

# Back to the main list, repeating the two entries before the break.
Compound,BLM helicase inh,Pol beta inh,Anesthetic bind,G9a block,APEX1 inh,BAZ2B inh,POLI inh,POLK inh,POLH inh
COc1ccc(NC(=O)CCCCC#Cc2ccccc2)cc1,-1%,x,-13%,x,8%,x,6%,2%,-3%
CCOc1ccc(NS(=O)(=O)c2ccc(C(=O)N(C)C)s2)cc1,-5%,-2%,-9%,-1%[59 µM],x,-3%,-8%,-13%[60.1 µM],3%
COc1ccc([C@@H]2CC=C(C(=O)O)[C@H](c3ccc(F)cc3)N2S(=O)(=O)c2ccc(Cl)cc2)cc1,x,x,x,13%[2.33 µM],18%,9%,-16%,-16%,-2%
Cc1ccc(OC(C)C(=O)Nc2cc(C)on2)cc1 (stereo unspecified),-14%,26%,-4%,x,4%,u,18%,-5%,-6%
COc1ccccc1OCCn1cc(/C=N/NC(=O)c2ccncc2)c2ccccc21,-11%,u,-22%,9%,-6%,-38%,114%[activator],-20%,u
CC1CC2OC(=O)C3(C)CCCC(C)(C23)C1(O)CCc1ccoc1 (stereo unspecified),-1%,18%,2%,u,1%,-12%,23%,-16%,-7%
C1CCN=C(Nc2nn[nH]n2)CC1,-1%,-28%,8%,u,1%,79µM*,-5%,-5%,0%
COc1ccc(-c2ccc(CCC(=O)O)n2CC(=O)Nc2ccccc2C)cc1,-5%,19%,-4%,u,-3%,u,39%[activator],7%,-10%
Cc1ccc(Cn2cc(S(=O)(=O)c3ccc(Cl)cc3)c(=O)c3cc(F)ccc32)cc1,-3%,1%,-6%,9%,1%,-2%,-2%,0%,-6%
COc1ccc(C(=O)/C=C/Nc2ccccn2)cc1,-2%,0%,-9%,12%,5%,-4%,14%,-10%,-5%
CCOC(=O)c1c(C)oc2nc(C)nc(Nc3cc(C)ccc3OC)c12,-6%,1%,-1%,-16%[59 µM],x,12%[57.1 µM],16%,-3%,-19%
Cn1nc(C(F)(F)F)c(-c2ccc(Br)cc2)c1NC(=O)c1ccco1,-6%,-11%,-1%,14%,-3%,-13%,3%,-2%,-30%
COc1cc(/C=N/N2C(C)CCCC2C)cc(Br)c1O (stereo unspecified),0%,8%,-18%,u,-1%,x,-21%,1%,-12%
COC(=O)CCCn1nc(NC(=O)COc2ccc(F)cc2)cc1C,-1%,60%,7%,18%,-2%,3%,158%[activator],6%,7%
CC(C)(C)OC(=O)N[C@@H](Cc1ccccc1)c1nnc(S(=O)(=O)Cc2ccccc2)o1,0%,0%,u,11µM*,-5%,-28%,x,x,x
CCOc1ccsc1C(=O)OC,0%,-23%,-8%,32%,-1%,6%,108%[activator],1%,-22%
COc1cc(OC)cc(-c2c(-c3cccs3)c3cc(-c4ccc(C(N)=O)cc4)ccc3n2C)c1,x,x,x,x,12%,x,40%[activator],5%,-10%
COc1cc(/C=N/NC(=O)CCC(=O)NC2CCCCC2)ccc1C,-3%,-22%,u,-19%,8%,-31%,57%[activator],6%,-14%
COc1cccc(/C=N/NC(=O)CNC(=O)C(c2ccccc2)c2ccccc2)c1O,-8%,u,-24%,26%,37%,-1%,14%,-1%,-11%
COc1ccc(N(CC(=O)NCc2ccccc2)S(=O)(=O)c2c(C)nn(C)c2C)cc1,0%,1%,-5%,3%[59 µM],-2%,10%,-19%,-21%,-5%
Cc1ccc(-c2noc(-c3ccccc3C(=O)NCC3CCCO3)n2)cc1 (stereo unspecified),1%,7%,-15%,18%[12.7 µM],0%,9%,19%,-15%,-21%
CC(C)(C)c1nn(-c2ccccc2)c2[nH]c(=O)c(CNc3ccc4c(c3)OCCO4)cc12,-13%,-13%,u,35µM*,u,1.1µM*,8%,-25%,-16%
CCOC(=O)N1CCN(S(=O)(=O)N2CCCC(C(=O)NCCc3ccc(OCC)c(OCC)c3)C2)CC1 (stereo unspecified),2%,2%,0%,8%,73%[activator],-5%,-4%,14%,-14%
COc1ccc(C2CC(c3ccc(F)cc3)n3nc(NS(C)(=O)=O)nc3N2)cc1 (stereo unspecified),-6%,0%,1%,-3%[59 µM],-7%,-12%,-5%,-15%,4%
CCOC(=O)C1=NN(C(=O)c2ccc(C)cc2)C(O)(c2ccc(Cl)cc2)C1 (stereo unspecified),-10%,-3%,-20%,-4%[12.7 µM],-6%,5%,-15%,0%,-8%
COc1cc(NC(=O)CCS(=O)(=O)c2ccc3c(c2)oc(=O)n3C)cc(OC)c1,1%,-3%,-11%,37%[activator],40%,-29%,u,1%,-2%
CC(NC(=O)CN1C(=O)NC2(CCCCC2C)C1=O)c1ccccc1 (stereo unspecified),x,x,x,-1%[12.7 µM],-4%,1%,-5%,-5%,-13%

# One compound at a time, as listed above. Screens in order: BLM helicase inh, Pol beta inh, Anesthetic bind, G9a block, APEX1 inh, BAZ2B inh, POLI inh, POLK inh, POLH inh
# Profile of O=C(COc1ccccc1)NCC(=O)N/N=C/c1ccc(O)cc1O : -2%, 0%, 3%, 45%[59 µM], 12%, -12%, 59%[activator], -7%, -21%
# Profile of COC(=O)CCCn1nc(NC(=O)COc2ccc(F)cc2)cc1C : -1%, 60%, 7%, 18%, -2%, 3%, 158%[activator], 6%, 7%
# Profile of COc1ccc(NC(=O)CCCCC#Cc2ccccc2)cc1 : -1%, x, -13%, x, 8%, x, 6%, 2%, -3%
# Profile of COc1ccccc1NC(=O)CN1CCN(CC(=O)Nc2ccc(Cl)c(C(F)(F)F)c2)CC1 : -13%, -24%, 3%, x, -4%, -7%, 12%, -18%, -35%
